14-3-3 Bad PPI – disrupts binding of bovine 14-3-3 zeta to phospho-Bad peptide; 220,000 tested, 0.71% active; P63103; TR-FRET 14-3-3zeta/Dy647-pBad peptide displacement, 1 h; inhibition, % at 21.7 µM;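 active = inhibition above about 70%, limit read from the data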;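 also: 0% = full 14-3-3 plus peptide FRET controls and 100% = background without 14-3-3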
FXIIa inh – blocks human coagulation factor XIIa protease activity. P00748. purified FXIIa, Boc-QGR-AMC fluorogenic substrate, 2 h. inhibition, % at 5 µM. 220,000 tested, 0.3% active. AID 800; in the data active = inhibition above about 40%;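 also: 0% = enzyme with no compound and 100% = blank without enzyme; many of its hits are not listed in these tables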
KLK5 inh – kallikrein 5 (human) inhibition; Q9Y337; recombinant hK5, fluorogenic AMC substrate cleavage; inhibition, % at 5 µM; 210,000 tested, 0.59% active; AID 873;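 active = inhibition of 40% or more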;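 also: 0% = enzyme controls without compound and 100% = no-enzyme blanks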
Target sequence (Q9Y337 67-293 limits assumed): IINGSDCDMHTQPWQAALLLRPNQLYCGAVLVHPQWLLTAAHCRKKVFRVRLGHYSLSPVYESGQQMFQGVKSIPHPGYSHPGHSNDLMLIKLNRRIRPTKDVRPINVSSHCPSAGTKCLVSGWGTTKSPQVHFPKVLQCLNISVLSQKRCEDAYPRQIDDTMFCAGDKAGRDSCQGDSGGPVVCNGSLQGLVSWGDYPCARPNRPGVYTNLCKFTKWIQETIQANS
Hck-Nef inh – blocks Nef-activated human Hck kinase; P08631; inhibition, % at 20 µM; 220,000 tested, 0.68% active; Recombinant Hck-YEEI plus Nef, Z-Lyte FRET kinase assay;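 active = Hck-Nef kinase inhibition above about 50%, limit read from the data; inactive = inhibition below that limit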;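 also: 0% = DMSO with Hck plus Nef and 100% = Hck alone without Nef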
Wee1 degr inh – human Wee1 degradation inhibition, primary screen | 220,000 tested, 1.2% active | HeLa Luc-Wee1K328M stability, luciferase luminescence; 100% = proteasome inhibitor MG132 effect | AID 1321 | reporter increase, % at 5 µM | P30291;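 active = activation above the mean of all tested compounds plus 3 SD, set per screening run, cut at about 8.8% in these data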;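 also: cells exposed to compound for 20 h before luminescence read; 0% = DMSO alone and 100% = MG132 at 30 µM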
Runt-SMMHC FRET – inhibitors of human RUNX1 Runt domain binding to CBFb-SMMHC; Q01196+Q13951; AID 1434; Cerulean-Runt/Venus-CBFb-SMMHC FRET ratio 530/480, 1 h; 220,000 tested, 0.74% active; inhibition, % at 20 µM;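 active = mean inhibition across duplicate retests at 20 µM reaching about 50%, limit read from the data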;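 also: 0% = DMSO wells and 100% = wells with excess untagged CBFb-SMMHC; inhibitors lower the FRET ratio by blocking Runt binding to CBFb-SMMHC; some results filed as inactive read as strong as hits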
Target sequence (Q01196 whole entry, looked up, the tested form may be a part): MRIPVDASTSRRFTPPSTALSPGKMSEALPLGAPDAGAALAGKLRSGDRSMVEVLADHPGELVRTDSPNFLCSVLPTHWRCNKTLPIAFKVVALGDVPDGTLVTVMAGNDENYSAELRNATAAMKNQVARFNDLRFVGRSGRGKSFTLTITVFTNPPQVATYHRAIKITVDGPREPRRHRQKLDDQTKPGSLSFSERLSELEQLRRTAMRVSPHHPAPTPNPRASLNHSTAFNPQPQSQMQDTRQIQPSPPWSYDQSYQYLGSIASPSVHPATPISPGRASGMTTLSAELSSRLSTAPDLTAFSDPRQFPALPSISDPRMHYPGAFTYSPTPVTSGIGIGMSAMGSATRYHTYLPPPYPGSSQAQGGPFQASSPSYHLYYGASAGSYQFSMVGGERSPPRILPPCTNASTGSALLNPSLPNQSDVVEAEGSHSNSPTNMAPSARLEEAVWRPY
Target sequence (Q13951 whole entry, looked up, the tested form may be a part): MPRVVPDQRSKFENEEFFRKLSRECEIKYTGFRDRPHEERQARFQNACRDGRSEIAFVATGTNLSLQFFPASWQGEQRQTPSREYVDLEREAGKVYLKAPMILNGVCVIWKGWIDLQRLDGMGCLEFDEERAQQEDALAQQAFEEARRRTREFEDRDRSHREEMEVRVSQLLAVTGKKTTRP
thrombin 1536 – inhibitors of human thrombin; P00734; alpha-thrombin, Boc-VPR-AMC fluorogenic substrate cleavage; inhibition, % at 5 µM; 220,000 tested, 0.26% active;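 active = inhibition at or above 40%; inactive = inhibition below 40%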;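 also: 0% = enzyme with no compound and 100% = wells without enzyme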
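signal = AMC fluorescence, 355/460 nm | material = human alpha-thrombin enzyme | control set = enzyme without compound as high, wells lacking enzyme as low | times = reaction at room temperature | read-out basis = percent inhibition scaled between no-compound controls and no-enzyme blanks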
FXIa inh 1536 – inhibitors of human coagulation factor XIa. P03951. purified FXIa, Boc-Glu-Ala-Arg-AMC fluorogenic substrate. inhibition, % at 5 µM. 220,000 tested, 0.14% active. AID 798;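 active = inhibition of at least 40%; inactive = inhibition below 40%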;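 also: fluorescence of freed AMC excited at 355 nm; 0% = enzyme without compound and 100% = no enzyme blank; many of its hits are not listed in these tables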
Runt-CBFb FRET – Runt domain-CBFb interaction inhibition; 220,000 tested, 0.46% active; Cerulean-Runt/Venus-CBFb FRET ratio 530/480, 1 h; inhibition, % at 20 µM; Q01196+Q13951; AID 1496;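 active = inhibition over about 50% at 20 µM in the single-dose screen, limit read from the data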;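 also: 0% = DMSO wells and 100% = excess unlabeled CBFb competitor control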
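Measured by: fluorescence energy transfer, 422 nm excitation, 530/480 nm emission; Assay system: Cerulean-Runt domain; Medium: Tris pH 7.5 buffer with BSA; Measure: loss of energy transfer signal; Controls: 5 µM unlabeled CBFb as full-inhibition high control; Incubation: protein complex preformed 1 h, compound exposure 1 h, room temperature, dark.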
Starred values were filed as active, the others as inactive; . = no result given; & = joins results of further samples; [ ] = remark or other dose. The list is partial; the hit share may differ from the screen's.

#1 CN(CCOc1ccc(NS(C)(=O)=O)cc1)CCc1ccc(NS(C)(=O)=O)cc1
#2 Cc1cc(=O)[nH]c2ccc(Cl)cc12
#3 O=C1CCc2cc(OCCCCc3nnnn3C3CCCCC3)ccc2N1
#4 CCCc1cc(C(N)=S)ccn1
#5 C/C=C(/C)C(=O)O[C@@H]1c2cc3c(c4c2[C@@]2(CO4)C(=O)C(OC)=C(OC)C=C2C[C@@H](C)[C@H]1C)OCO3
#6 CCN(CC)CCOC(=O)C(c1ccccc1)c1ccccc1
#7 COc1ccc(Sc2ccc(NC(=O)c3ccccc3Cl)cc2C#N)cc1
#8 COc1cc(C(=O)NCCCCCC(=O)O)cc(OC)c1OC
entry no. | 1 | 2 | 3 | 4 | 5 | 6 | 7 | 8
14-3-3 Bad PPI | 0 | 8 | 0&1&1 | 6 | -2 | 7 | -21 | -5
FXIIa inh | . | 13 | 24 | 17 | 13 | 5 | 10 | -8
KLK5 inh | . | 7 | 18 | -24 | 0 | -9 | -12 | -21
Hck-Nef inh | . | -2 | -3 | 0 | 27 | 3 | 7 | 3
Wee1 degr inh | 0 | -2 | 1&2&5 | 3 | . | -2 | 0 | 1
Runt-SMMHC FRET | -3 | -5 | 6&-3 | 1 | 0 | 0 | 2 | -4
thrombin 1536 | . | 8 | 13 | 3 | 4 | . | 0 | -5
FXIa inh 1536 | . | 7 | 7 | 10 | 1 | 6 | 2 | -7
Runt-CBFb FRET | -2 | -1 | -3&0 | -2 | 1 | 0 | -1 | 2

#9 Oc1cc2c(cc1O)C1c3ccc(O)c(O)c3OCC1(O)C2 (centres undefined)
#10 C[C@]12CC[C@H]3C(=CCc4cc(O)ccc43)[C@@H]1CCC2=O
#11 Cc1ccsc1/C=C/C1=NCCCN1C
#12 C#C[C@]1(O)CC[C@H]2[C@@H]3CCC4=CC(=O)CC[C@@H]4[C@H]3CC[C@@]21CC
#13 CCOC(=O)Nc1ccc2c(c1)N(C(=O)CCN1CCOCC1)c1ccccc1S2
#14 CN=C(N)NC(=O)Nc1c(C)cccc1C
#15 Cc1cc(O)c2c(c1)C(=O)c1cccc(O)c1C2=O
#16 CC1(C)Oc2ccc(C#N)cc2[C@@H](N2CCCC2=O)[C@@H]1O
entry no. | 9 | 10 | 11 | 12 | 13 | 14 | 15 | 16
14-3-3 Bad PPI | 27 | 0 | -1 | -3&-2 | 16&-5[fluorescence artefact?] | -1 | 22 | 1
FXIIa inh | 13 | 9 | 5 | . | 8 | 7 | 0 | 12
KLK5 inh | 26 | -8 | -5 | . | -7 | 1 | -6 | -8
Hck-Nef inh | -164 | -3 | 1 | . | 3 | 0 | -6 | 1
Wee1 degr inh | 1 | -1 | -2 | -1&-2 | -3 | -3 | 3 | -3
Runt-SMMHC FRET | 59* | 10 | 2 | -4 | 0 | 2 | -29 | -1
thrombin 1536 | 1 | 2 | 2 | . | 4 | 0 | -2 | -1
FXIa inh 1536 | 7 | 9 | 3 | . | 1 | -2 | -3 | 7
Runt-CBFb FRET | 63* | 2 | -1 | -1 | 0 | 10 | 7 | 0

#17 O=C(c1ccccc1)c1ccc2n1CCC2C(=O)O (centres undefined)
#18 C[C@H]1c2cccc(O)c2C(O)=C2C(=O)[C@]3(O)C(O)=C(C(N)=O)C(=O)[C@@H](N(C)C)[C@@H]3[C@@H](O)[C@@H]21
#19 COc1cc2c(c(OC)c1OC)-c1c(cc(OC)c(OC)c1OC)C[C@H](C)[C@H](C)C2
#20 O=C(NCCN1CCOCC1)c1ccc(Cl)cc1
#21 O=C(O)CCCCCCCC(=O)O
#22 CCOc1ccc(NC(=S)N2CCC(C(O)(c3ccccc3)c3ccccc3)CC2)cc1
#23 Cc1oncc1C(=O)Nc1ccc(C(F)(F)F)cc1
#24 CN1CCN(c2c(F)cc3c(=O)c(C(=O)O)cn4c3c2SCC4)CC1
entry no. | 17 | 18 | 19 | 20 | 21 | 22 | 23 | 24
14-3-3 Bad PPI | 3 | 3 | -2 | 1 | 0 | -10 | 0 | 4&1[fluorescence artefact?]
FXIIa inh | 17 | 10 | 11 | 13 | 28 | 15 | 6 | 3
KLK5 inh | -10 | 0 | 5 | -6 | -10 | -5 | -13 | 8
Hck-Nef inh | -7 | -21 | 10 | 2 | -4 | 3 | 2 | -2
Wee1 degr inh | -2 | . | . | 0 | -1 | -2 | -2 | 0&-2
Runt-SMMHC FRET | -5 | -29 | 1 | 1 | -3 | 0 | -1 | 2&-10
thrombin 1536 | -1 | 4 | 5 | 0 | 2 | -1 | . | -5
FXIa inh 1536 | 2 | 2 | 3 | 0 | 17 | 9 | 7 | -2
Runt-CBFb FRET | -1 | -7 | -2 | -1 | -1 | 3 | -1 | 0&-1

As a working copy, some entries already given.
#11 Cc1ccsc1/C=C/C1=NCCCN1C
#12 C#C[C@]1(O)CC[C@H]2[C@@H]3CCC4=CC(=O)CC[C@@H]4[C@H]3CC[C@@]21CC
#13 CCOC(=O)Nc1ccc2c(c1)N(C(=O)CCN1CCOCC1)c1ccccc1S2
#14 CN=C(N)NC(=O)Nc1c(C)cccc1C
#15 Cc1cc(O)c2c(c1)C(=O)c1cccc(O)c1C2=O
#16 CC1(C)Oc2ccc(C#N)cc2[C@@H](N2CCCC2=O)[C@@H]1O
#17 O=C(c1ccccc1)c1ccc2n1CCC2C(=O)O (centres undefined)
#18 C[C@H]1c2cccc(O)c2C(O)=C2C(=O)[C@]3(O)C(O)=C(C(N)=O)C(=O)[C@@H](N(C)C)[C@@H]3[C@@H](O)[C@@H]21
#19 COc1cc2c(c(OC)c1OC)-c1c(cc(OC)c(OC)c1OC)C[C@H](C)[C@H](C)C2
#20 O=C(NCCN1CCOCC1)c1ccc(Cl)cc1
entry no. | 11 | 12 | 13 | 14 | 15 | 16 | 17 | 18 | 19 | 20
14-3-3 Bad PPI | -1 | -3&-2 | 16&-5[fluorescence artefact?] | -1 | 22 | 1 | 3 | 3 | -2 | 1
FXIIa inh | 5 | . | 8 | 7 | 0 | 12 | 17 | 10 | 11 | 13
KLK5 inh | -5 | . | -7 | 1 | -6 | -8 | -10 | 0 | 5 | -6
Hck-Nef inh | 1 | . | 3 | 0 | -6 | 1 | -7 | -21 | 10 | 2
Wee1 degr inh | -2 | -1&-2 | -3 | -3 | 3 | -3 | -2 | . | . | 0
Runt-SMMHC FRET | 2 | -4 | 0 | 2 | -29 | -1 | -5 | -29 | 1 | 1
thrombin 1536 | 2 | . | 4 | 0 | -2 | -1 | -1 | 4 | 5 | 0
FXIa inh 1536 | 3 | . | 1 | -2 | -3 | 7 | 2 | 2 | 3 | 0
Runt-CBFb FRET | -1 | -1 | 0 | 10 | 7 | 0 | -1 | -7 | -2 | -1

#21 O=C(O)CCCCCCCC(=O)O
#22 CCOc1ccc(NC(=S)N2CCC(C(O)(c3ccccc3)c3ccccc3)CC2)cc1
#23 Cc1oncc1C(=O)Nc1ccc(C(F)(F)F)cc1
#24 CN1CCN(c2c(F)cc3c(=O)c(C(=O)O)cn4c3c2SCC4)CC1
entry no. | 21 | 22 | 23 | 24
14-3-3 Bad PPI | 0 | -10 | 0 | 4&1[fluorescence artefact?]
FXIIa inh | 28 | 15 | 6 | 3
KLK5 inh | -10 | -5 | -13 | 8
Hck-Nef inh | -4 | 3 | 2 | -2
Wee1 degr inh | -1 | -2 | -2 | 0&-2
Runt-SMMHC FRET | -3 | 0 | -1 | 2&-10
thrombin 1536 | 2 | -1 | . | -5
FXIa inh 1536 | 17 | 9 | 7 | -2
Runt-CBFb FRET | -1 | 3 | -1 | 0&-1

(further entries)
#25 CN1CCC(=C2c3ccccc3CC(=O)c3sccc32)CC1
#26 C[C@@H]1C[C@H]2[C@@H]3C[C@H](F)C4=CC(=O)C(Cl)=C[C@]4(C)[C@@]3(F)[C@@H](O)C[C@]2(C)[C@@]1(O)C(=O)CO
#27 CCCCOC(=O)c1ccc(N)cc1
#28 COc1ccc(S(=O)(=O)Nc2nnc(CC(C)C)s2)cc1
#29 OCC(O)CN1CCN(c2ccccc2)CC1 (centres undefined)
#30 CCC12CCCN3CCc4c(n(c5ccccc45)C(O)(C(=O)OC)C1)C32 (centres undefined)
#31 CCCN(CCC)C(=O)C(CCC(=O)O)NC(=O)c1ccccc1 (centres undefined)
#32 CN(C)CCOC(=O)C(c1ccccc1)C1(O)CCCC1 (centres undefined)
#33 CC(=O)O[C@@]12CO[C@@H]1C[C@H](O)[C@@]1(C)C(=O)[C@H](O)C3=C(C)[C@@H](OC(=O)[C@H](O)[C@@H](NC(=O)OC(C)(C)C)c4ccccc4)C[C@](O)([C@@H](OC(=O)c4ccccc4)[C@H]21)C3(C)C
#34 COc1cc(NC(=O)c2cc(C3CC3)on2)c(OC)cc1Cl
entry no. | 25 | 26 | 27 | 28 | 29 | 30 | 31 | 32 | 33 | 34
14-3-3 Bad PPI | 8&6 | 0 | 2 | 3 | -14 | -6 | -1 | 1 | 2 | 5
FXIIa inh | 10 | . | 5 | 7 | 6 | 1 | 5 | 10 | . | 2
KLK5 inh | -7 | . | 1 | -21 | 0 | -4 | -9 | -10 | . | -2
Hck-Nef inh | -3 | . | 1 | 1 | -7 | 3 | -3 | 1 | . | 5
Wee1 degr inh | 1&-2 | 2 | 0 | 1 | 0 | -1 | -2 | 1 | -3 | 1
Runt-SMMHC FRET | 1&-1 | 1 | 2 | -1 | 3 | 0 | 1 | -2 | 0 | 0
thrombin 1536 | . | . | -2 | -3 | . | -7 | 0 | 0 | . | 0
FXIa inh 1536 | 4 | . | -2 | -8 | -2 | -5 | 2 | 10 | . | -3
Runt-CBFb FRET | -1&0 | 2 | -1 | 1 | -2 | 22 | -3 | -1 | 2 | 2

Two compounds drawn at random from those above, as already listed:
#29 OCC(O)CN1CCN(c2ccccc2)CC1 (centres undefined)
#26 C[C@@H]1C[C@H]2[C@@H]3C[C@H](F)C4=CC(=O)C(Cl)=C[C@]4(C)[C@@]3(F)[C@@H](O)C[C@]2(C)[C@@]1(O)C(=O)CO
entry no. | 29 | 26
14-3-3 Bad PPI | -14 | 0
FXIIa inh | 6 | .
KLK5 inh | 0 | .
Hck-Nef inh | -7 | .
Wee1 degr inh | 0 | 2
Runt-SMMHC FRET | 3 | 1
thrombin 1536 | . | .
FXIa inh 1536 | -2 | .
Runt-CBFb FRET | -2 | 2
